Source: PubChem (several laboratories)
RBBP9 inh: human RBBP9 inhibitors, primary screen, biochemical, fluorescence polarization, FP-Rh probe, HTS. Serine hydrolase RBBP9 (Homo sapiens), O75884. recombinant RBBP9. inhibition, % at 7.94 µM. 220,000 compounds, 0.2% hits. AID 1515, 2009;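 active = inhibition above the campaign mean of all tested compounds plus 3 SD, cut at about 14% in these data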;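 note: plate controls were DMSO wells with RBBP9 for no effect and wells lacking RBBP9 protein for full effect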
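Test system – recombinant human RBBP9 · Input – RBBP9 2.5 µM in dispensing solution, pre-mixing · Medium – Tris buffer pH 8.0, NaCl, Pluronic · Schedule – preincubation 30 min plus labeling 45 min at 25 °C · Measured by – fluorescence polarization · Measure – % inhibition · Controls – DMSO and no-protein wells · Replicates – one well per compound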
NPY-Y2 PAM-ag: NPY-Y2 potentiators or agonists, primary screen, cell-based | Neuropeptide Y receptor type 2 (Homo sapiens), P49146 | cells expressing NPY-Y2, potentiator/agonist read-out | activation, % at 3.6 µM | 220,000 compounds, 0.45% hits; in the data active = activation above about 27%;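 note: cells stimulated with NPY near EC25 plus isoproterenol at EC100; 0% = vehicle plus submaximal agonist and 100% = vehicle plus saturating agonist; some results beyond the cut were filed as inactive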
Target sequence (P49146 whole entry, looked up): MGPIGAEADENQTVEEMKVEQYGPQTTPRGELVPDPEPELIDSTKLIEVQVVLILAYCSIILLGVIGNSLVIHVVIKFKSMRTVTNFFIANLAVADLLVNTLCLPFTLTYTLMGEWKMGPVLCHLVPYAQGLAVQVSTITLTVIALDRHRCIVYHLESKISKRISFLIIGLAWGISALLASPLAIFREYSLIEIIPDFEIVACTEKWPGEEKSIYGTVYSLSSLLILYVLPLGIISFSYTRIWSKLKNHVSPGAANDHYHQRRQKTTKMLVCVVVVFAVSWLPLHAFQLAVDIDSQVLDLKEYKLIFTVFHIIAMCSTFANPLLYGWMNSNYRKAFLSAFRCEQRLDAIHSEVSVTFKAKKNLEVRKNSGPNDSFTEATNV
S1P4 ag: S1P4 receptor agonists, primary screen, cell-based. 220,000 compounds, 0.35% hits. activation, % at 4.98 µM. S1P4-expressing cell line, agonist reporter assay. AID 1509, 2009; in the data active = activation above about 11%;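 note: 0% = DMSO vehicle and 100% = reference agonist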
S1P4 antagonist: S1P4 receptor antagonists, primary screen, cell-based; Sphingosine 1-phosphate receptor 4 (Homo sapiens), O95977; S1P4-expressing cells, antagonist mode, reporter read-out; inhibition, % at 4.98 µM; 220,000 compounds, 0.26% hits; AID 1510, 2009; in the data active = inhibition above about 29%;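 note: 0% = wells stimulated with agonist and 100% = vehicle wells without agonist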
NPY1 pot ag: NPY-Y1 receptor potentiators or agonists, primary screen, cell-based; Neuropeptide Y receptor type 1 (Homo sapiens), P25929; NPY-Y1 expressing cells, potentiator/agonist activation; activation, % at 3.6 µM; 220,000 compounds, 0.37% hits; in the data active = activation above about 33%, passing the limit was not always enough;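 note: cells stimulated with NPY at EC10 then isoproterenol at EC100; 0% = low agonist plus stimulus and 100% = saturating agonist plus stimulus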
Runt-CBFb FRET: inhibitors of RUNX1 Runt–CBFb binding, primary screen, biochemical, FRET, Cerulean-Runt, Venus-CBFb, uHTS; Cerulean-Runt/Venus-CBFb FRET ratio 530/480, 1 h; Runt-related transcription factor 1 (Homo sapiens) + Core-binding factor subunit beta …; 220,000 compounds, 0.46% hits; inhibition, % at 20 µM;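 active = inhibition over about 50% at 20 µM in the single-dose screen, limit read from the data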;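 note: 0% = DMSO wells and 100% = excess unlabeled CBFb competitor control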
Target sequence (Q01196 whole entry, looked up): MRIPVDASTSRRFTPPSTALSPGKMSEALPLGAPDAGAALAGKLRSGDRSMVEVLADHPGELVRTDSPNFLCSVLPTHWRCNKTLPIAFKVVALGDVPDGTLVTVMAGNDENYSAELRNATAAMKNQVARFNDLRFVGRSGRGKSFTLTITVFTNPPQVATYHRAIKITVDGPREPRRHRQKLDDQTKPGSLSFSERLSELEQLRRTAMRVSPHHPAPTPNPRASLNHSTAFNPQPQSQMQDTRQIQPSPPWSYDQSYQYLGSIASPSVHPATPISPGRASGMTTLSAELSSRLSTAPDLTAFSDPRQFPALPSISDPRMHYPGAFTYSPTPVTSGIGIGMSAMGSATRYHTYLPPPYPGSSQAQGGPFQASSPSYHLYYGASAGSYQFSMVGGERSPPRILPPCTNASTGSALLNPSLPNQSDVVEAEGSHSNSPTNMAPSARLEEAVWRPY
Target sequence (Q13951 whole entry, looked up): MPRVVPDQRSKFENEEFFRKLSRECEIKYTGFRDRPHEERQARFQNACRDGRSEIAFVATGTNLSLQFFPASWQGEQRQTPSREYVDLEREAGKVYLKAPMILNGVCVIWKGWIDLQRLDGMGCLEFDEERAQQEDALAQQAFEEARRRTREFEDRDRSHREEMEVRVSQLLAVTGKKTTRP
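Doses: 20 µM compound in 1% DMSO | Material: Cerulean-labeled Runt domain protein | Amount: Each fluorescent fusion protein 100 nM | Schedule: Two 1 h room-temperature incubations shielded from light | Measured by: FRET fluorescence | Evaluation: Loss of energy transfer signal | Controls: Unlabeled CBFb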
NPY Y1 blocker: NPY-Y1 receptor antagonists, primary screen, cell-based. Neuropeptide Y receptor type 1 (Homo sapiens), P25929. HEK293-CNG Y1 cells, membrane potential fluorescence; NPY at EC95, then isoproterenol. inhibition, % at 3.6 µM. 200,000 compounds, 1% hits;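 active = inhibition above the campaign mean inhibition of all tested compounds plus 3 SD, cut at about 20% in these data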;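 note: 0% = DMSO wells given NPY plus isoproterenol and 100% = isoproterenol alone without NPY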
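Material: HEK293 cells with Y1 receptor plus CNG channel; times: compound incubation 1 h at room temperature, readout 45 min post-stimulation; signal: fluorescence, membrane potential probe; read-out basis: fluorescence ratio normalized to % inhibition between controls; benchmarks: full-block control isoproterenol-only wells, zero-block control NPY plus isoproterenol wells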
Ba/F3 V617F tox: reduced viability of JAK2V617F-dependent Ba/F3 cells, primary screen, JAK2V617F inhibitor project, cell-based, Ba/F3 EpoR-JAK2V617F, luminescence; inhibition, % at 5.6 µM; ATP luminescence; 220,000 compounds, 1.1% hits;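 active = inhibition above the campaign mean plus 3 SD over all tested compounds, cut at about 24% in these data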;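 note: cytokine-independent growth of Ba/F3 cells driven by EpoR plus mutant JAK2; 0% = DMSO-treated cells and 100% = JAK inhibitor I control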
BaF3 tox: parental Ba/F3 cell viability inhibition, counter-screen for JAK2V617F inhibitor project, murine pro-B, CellTiter-Glo luminescence | CellTiter-Glo ATP luminescence | inhibition, % at 5.6 µM | 220,000 compounds, 1.1% hits | AID 1486, 2009;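 active = inhibition above a per-campaign cutoff, the mean inhibition of all tested compounds plus 3 SD, cut at about 27% in these data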;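 note: 0% = DMSO wells and 100% = JAK Inhibitor I control wells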
Numbers without * were called inactive.

Results for COc1ccc(CCC(=O)Nc2nc(-c3ccncc3)cs2)cc1 ?
RBBP9 inh: -9; NPY-Y2 PAM-ag: -8; S1P4 ag: 0.4; S1P4 antagonist: -9; NPY1 pot ag: -1; Runt-CBFb FRET: -2; NPY Y1 blocker: 9; Ba/F3 V617F tox: 1; BaF3 tox: 6

How did Cc1cc(NC(=O)CS(=O)(=O)c2cn(Cc3ccc(F)cc3)c3ccccc23)no1 do in these assays?
RBBP9 inh: -4; NPY-Y2 PAM-ag: -3; S1P4 ag: 0.7; S1P4 antagonist: 3; NPY1 pot ag: 8; Runt-CBFb FRET: 1; NPY Y1 blocker: 1; Ba/F3 V617F tox: -2; BaF3 tox: 6

What do the screens show for `CC(=O)Oc1ccc(N2C(=O)C3C4C=CC(O4)C3C2=O)cc1` (configuration not stated)?
RBBP9 inh: -5; NPY-Y2 PAM-ag: -7; S1P4 ag: -0.7; S1P4 antagonist: -19; NPY1 pot ag: -2; Runt-CBFb FRET: 19; NPY Y1 blocker: 4; Ba/F3 V617F tox: 1; BaF3 tox: 7

What do the screens show for `O=C1c2cccnc2C(Nc2ccc(S(=O)(=O)N3CCCCCC3)cc2)N1Cc1ccccc1` (configuration not stated)?
RBBP9 inh: 7; NPY-Y2 PAM-ag: 3; S1P4 ag: -0.9; S1P4 antagonist: 1; NPY1 pot ag: -10; Runt-CBFb FRET: 4; NPY Y1 blocker: 31*; Ba/F3 V617F tox: 0; BaF3 tox: 0

Results for CCOC(=O)c1c(CS(=O)(=O)c2ccccc2)n(C)c2cc(Br)c(O)c(CN(C)C)c12 ?
RBBP9 inh: -2; NPY-Y2 PAM-ag: -4; S1P4 ag: -2.1; S1P4 antagonist: 12; NPY1 pot ag: -4; Runt-CBFb FRET: -4; NPY Y1 blocker: 5; Ba/F3 V617F tox: 1; BaF3 tox: 5

Results for CC1=C(C(=O)Nc2ccccc2)C(c2ccncc2)C(C#N)=C(SCC(=O)NC2CC2)N1 (configuration not stated) ?
RBBP9 inh: -7; NPY-Y2 PAM-ag: -2; S1P4 ag: 2.1; S1P4 antagonist: -3; NPY1 pot ag: 1; Runt-CBFb FRET: -1; NPY Y1 blocker: 0; Ba/F3 V617F tox: -3; BaF3 tox: 1

What do the screens show for `Cc1ccc(SCC(=O)Nc2ccc(S(=O)(=O)Nc3ncccn3)cc2)cc1`?
RBBP9 inh: -8; NPY-Y2 PAM-ag: 2; S1P4 ag: -1.2; S1P4 antagonist: 3; NPY1 pot ag: -6; Runt-CBFb FRET: 0; NPY Y1 blocker: 1; Ba/F3 V617F tox: 3; BaF3 tox: 2

What do the screens show for `CN(C)S(=O)(=O)c1cccc(NC(=O)c2ccc(N3CCOCC3)c([N+](=O)[O-])c2)c1`?
RBBP9 inh: -8; NPY-Y2 PAM-ag: -8; S1P4 ag: 0.1; S1P4 antagonist: -2; NPY1 pot ag: 2; Runt-CBFb FRET: 0; NPY Y1 blocker: 2; Ba/F3 V617F tox: -3; BaF3 tox: 0

What do the screens show for `O=C1OC(Nc2ccc(F)c([N+](=O)[O-])c2)c2ccccc21` (configuration not stated)?
RBBP9 inh: -9; NPY-Y2 PAM-ag: -31; S1P4 ag: -1.8; S1P4 antagonist: 9; NPY1 pot ag: -9; Runt-CBFb FRET: 1; Ba/F3 V617F tox: 4; BaF3 tox: -2

How did Cc1noc(COc2ccccc2OCC(O)CNC(C)(C)C)n1 (configuration not stated) do in these assays?
RBBP9 inh: 2; NPY-Y2 PAM-ag: 102*; S1P4 ag: 1.9; S1P4 antagonist: -3; NPY1 pot ag: 111*; Runt-CBFb FRET: 1; NPY Y1 blocker: -13; Ba/F3 V617F tox: -2; BaF3 tox: 3

How did CCN(C(=O)COC(=O)c1ccccc1Nc1cccc(C)c1C)C1CCS(=O)(=O)C1 (configuration not stated) do in these assays?
RBBP9 inh: 4; NPY-Y2 PAM-ag: -7; S1P4 ag: -3.5; S1P4 antagonist: -8; NPY1 pot ag: -13; Runt-CBFb FRET: -7; NPY Y1 blocker: -7; Ba/F3 V617F tox: -4; BaF3 tox: -3

What do the screens show for `CSc1nc2nc3c(c(=O)n2[nH]1)CCCC3`?
RBBP9 inh: -3; NPY-Y2 PAM-ag: -14; S1P4 ag: 0.1; S1P4 antagonist: -17; NPY1 pot ag: 2; Runt-CBFb FRET: 2; NPY Y1 blocker: -6; Ba/F3 V617F tox: 0; BaF3 tox: 1

Results for COc1ccc(N2C(=O)C(CC(=O)Nc3ccc(F)cc3)N(CCc3ccc(OC)c(OC)c3)C2=O)cc1 (configuration not stated) ?
RBBP9 inh: -6; NPY-Y2 PAM-ag: 2; S1P4 ag: 2.0; S1P4 antagonist: -13; NPY1 pot ag: 5; Runt-CBFb FRET: -4; NPY Y1 blocker: 4; Ba/F3 V617F tox: 5; BaF3 tox: 8

What do the screens show for `O=S(=O)(Nc1cc(Cl)ccn1)c1ccc(Cl)cc1`?
RBBP9 inh: -15; NPY-Y2 PAM-ag: -12; S1P4 ag: -0.6; S1P4 antagonist: -17; NPY1 pot ag: -14; Runt-CBFb FRET: 0; NPY Y1 blocker: 8; Ba/F3 V617F tox: 4; BaF3 tox: 1

Results for Cc1cc(O)c2/c(=N\N)c(-c3csc(C)n3)coc2c1 ?
RBBP9 inh: 1; NPY-Y2 PAM-ag: -9; S1P4 ag: 1.2; S1P4 antagonist: -9; NPY1 pot ag: -12; Runt-CBFb FRET: 14; Ba/F3 V617F tox: 0; BaF3 tox: -7

Results for O=C(Nc1ccccc1Cl)c1ccc(Cl)cc1Cl ?
RBBP9 inh: 3; NPY-Y2 PAM-ag: -6; S1P4 ag: 2.1; S1P4 antagonist: -7; NPY1 pot ag: 2; Runt-CBFb FRET: 2; NPY Y1 blocker: 5; Ba/F3 V617F tox: 3; BaF3 tox: 1

Results for COc1ccc(CN2CCNC(=O)C2CC(=O)N2CCCCO2)c(OC)c1 (configuration not stated) ?
RBBP9 inh: -12; NPY-Y2 PAM-ag: -1; S1P4 ag: 2.3; S1P4 antagonist: -10; NPY1 pot ag: 28; Runt-CBFb FRET: -1; NPY Y1 blocker: 0; Ba/F3 V617F tox: -1; BaF3 tox: 4

How did COc1ccccc1NS(=O)(=O)c1ccc(O)cc1 do in these assays?
RBBP9 inh: -4; NPY-Y2 PAM-ag: 1; S1P4 ag: -2.2; S1P4 antagonist: -3; NPY1 pot ag: 4; Runt-CBFb FRET: 3; NPY Y1 blocker: 2; Ba/F3 V617F tox: -1; BaF3 tox: 2

How did C(=N\n1cnnc1)/c1cn(Cc2ccccc2)c2ccccc12 do in these assays?
RBBP9 inh: 3; NPY-Y2 PAM-ag: 12; S1P4 ag: -1.0; S1P4 antagonist: -2; NPY1 pot ag: 4; Runt-CBFb FRET: -3; NPY Y1 blocker: -2; Ba/F3 V617F tox: -2; BaF3 tox: 13

Results for Cc1nc(NC(=O)COC(=O)CCC(=O)c2cccs2)c(Cl)cc1Cl ?
RBBP9 inh: -3; NPY-Y2 PAM-ag: 8; S1P4 ag: 1.6; S1P4 antagonist: -22; NPY1 pot ag: 18; Runt-CBFb FRET: -2; NPY Y1 blocker: -2; Ba/F3 V617F tox: -3; BaF3 tox: 1

How did COc1ccccc1Nc1nc(N)nc(CN2CCN(c3ccccc3)CC2)n1 do in these assays?
RBBP9 inh: -4; NPY-Y2 PAM-ag: -12; S1P4 ag: 0.0; S1P4 antagonist: -11; NPY1 pot ag: -2; Runt-CBFb FRET: 1; NPY Y1 blocker: 9; Ba/F3 V617F tox: -2; BaF3 tox: -2

What do the screens show for `Cc1cc(C(=O)COC(=O)C2=NNC(=O)CC2)c(C)n1-c1cccc(C(F)(F)F)c1`?
RBBP9 inh: -3; NPY-Y2 PAM-ag: -11; S1P4 ag: 1.9; S1P4 antagonist: -20; NPY1 pot ag: 8; Runt-CBFb FRET: -10; NPY Y1 blocker: 0; Ba/F3 V617F tox: -1; BaF3 tox: 1

What do the screens show for `Cc1ccc(N2C(=O)C3ON(c4ccccc4)C(CC(C)C)C3C2=O)cc1` (configuration not stated)?
RBBP9 inh: -2; NPY-Y2 PAM-ag: 12; S1P4 ag: 2.6; S1P4 antagonist: -17; NPY1 pot ag: -1; Runt-CBFb FRET: -2; Ba/F3 V617F tox: -1; BaF3 tox: -3

Results for CCOC(=O)c1cc(NC(=O)Nc2nc3ccccc3s2)c(C)nc1C ?
RBBP9 inh: -8; NPY-Y2 PAM-ag: -2; S1P4 ag: 1.4; S1P4 antagonist: -30; NPY1 pot ag: 6; Runt-CBFb FRET: 0; NPY Y1 blocker: -1; Ba/F3 V617F tox: 2; BaF3 tox: 3

What do the screens show for `O=C(NCc1cn(-c2ccccc2)nc1-c1ccc(F)cc1)c1cccc([N+](=O)[O-])c1`?
RBBP9 inh: -4; NPY-Y2 PAM-ag: 3; S1P4 ag: 3.9; S1P4 antagonist: -9; NPY1 pot ag: 3; Runt-CBFb FRET: 2; NPY Y1 blocker: 3; Ba/F3 V617F tox: -1; BaF3 tox: 5

How did C/C(=C(\C#N)C(=O)NCc1ccccc1)N(C)C do in these assays?
RBBP9 inh: -3; NPY-Y2 PAM-ag: -9; S1P4 ag: 1.1; S1P4 antagonist: -11; NPY1 pot ag: -11; Runt-CBFb FRET: 1; NPY Y1 blocker: 1; Ba/F3 V617F tox: -1; BaF3 tox: 7

Results for CCOC(=O)c1oc2ccc(Br)cc2c1NC(=O)CN1CCN(C)CC1 ?
RBBP9 inh: -7; NPY-Y2 PAM-ag: -17; S1P4 ag: -1.8; S1P4 antagonist: -11; NPY1 pot ag: -14; Runt-CBFb FRET: 1; NPY Y1 blocker: 1; Ba/F3 V617F tox: 0; BaF3 tox: 3

Molecules shown so far that have a cyano group, in the order listed:
Results for CC1=C(C(=O)Nc2ccccc2)C(c2ccncc2)C(C#N)=C(SCC(=O)NC2CC2)N1 (configuration not stated) ?
RBBP9 inh: -7; NPY-Y2 PAM-ag: -2; S1P4 ag: 2.1; S1P4 antagonist: -3; NPY1 pot ag: 1; Runt-CBFb FRET: -1; NPY Y1 blocker: 0; Ba/F3 V617F tox: -3; BaF3 tox: 1

How did C/C(=C(\C#N)C(=O)NCc1ccccc1)N(C)C do in these assays?
RBBP9 inh: -3; NPY-Y2 PAM-ag: -9; S1P4 ag: 1.1; S1P4 antagonist: -11; NPY1 pot ag: -11; Runt-CBFb FRET: 1; NPY Y1 blocker: 1; Ba/F3 V617F tox: -1; BaF3 tox: 7
